KB-3-1 cytotox = KB-3-1 parental cell cytotoxicity. KB-3-1 viability, CellTiter-Glo ATP luminescence, 72 h. Potency, µM (highest dose often 46.1 µM), for inactives: at the top dose activity change, negative = cytotoxic, actives largely listed as cytotoxic. hit rate 1.4% among 400,000. AID 1347075; also: potency is read from the fitted curve at half-maximal effect; % is scaled to controls: 0 for no effect and ±100 for the full control effect; nearly all actives have a fitted effect of over 60% in size
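KB-3-1 cells, DMEM (no phenol red) + 10% FBS; compound by pin transfer, 72 h, 37 °C. Readout: CellTiter-Glo luminescence after 10 min. Data normalized, curve-fitted.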
MCF10A rereplic = inducers of DNA re-replication in MCF 10A breast cells; AID 624296; MCF 10A DNA re-replication, Hoechst nuclear intensity, 48 h; hit rate 2.9% among 350,000; Potency, µM (doses to about 46.1 µM), without a hit: at the highest dose activity, positive = re-replication, actives largely listed as activators; also: potency is read from the fitted curve at half-maximal effect; % of control where 0% means no effect; nearly all actives have a fitted effect of over 50% in size
GLP1R cytotox = cytotoxicity in counter-screen for GLP-1R inverse agonists | hit rate 0.13% among 410,000 | Potency, µM (highest dose often 38.3 µM), inactives show top-dose activity change, negative = inhibition, most hits filed as inhibitors | HEK293 cAMP-luciferase reporter cells, luminescence, 24 h;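 also: loss of luciferase light is scored as toxicity; potency is read from the fitted curve at half-maximal effect; % is scaled to controls: 0 for no effect and ±100 for the full control effect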
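Seeding density was 200 cells/uL; after overnight-length (12 h) culture, 23 nL compounds went on for 24 h at 37 °C. Readout used a luciferase detection reagent, luminescence taken after 12 min at room temperature.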
HT1080 IDH1KD tx = toxicity to HT-1080 IDH1 knockdown cells (counter line) | AID 686971 | hit rate 2% among 360,000 | Potency, µM (top dose mostly 46.1 µM), without a hit: top-dose activity, negative = toxicity, hits mostly cytotoxic | HT-1080 IDH1 knockdown viability, ATP luminescence, 48 h;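 also: potency is read from the fitted curve at half-maximal effect; 0% = DMSO wells and -100% = cell-free medium wells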
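Assay cells: HT-1080 with IDH1 knockdown, 750 per well, RPMI/5% FBS. Exposure: 48 h at 37 °C following 2 h pre-incubation. Read: CellTiter-Glo luminescence; fitted concentration-response, curve class assigned.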
KB-V1 cytotox = kills drug-selected multidrug resistant KB-V1 cells. KB-V1 MDR cells viability, CellTiter-Glo, 72 h. Potency, µM (top dose mostly 46.1 µM), for inactives: at the highest dose activity change, negative = cytotoxicity, hits mostly cytotoxic. hit rate 3.4% among 400,000. AID 1347076; also: potency is read from the fitted curve at half-maximal effect; % is scaled to controls: 0 for no effect and ±100 for the full control effect; nearly all actives have a fitted effect of over 60% in size
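KB-V1, DMEM (no phenol red) + 10% FBS; cpd pin-transferred, titration series; 72 h, 37 degrees C; CellTiter-Glo, luminescence. Data normalized, curve-fit.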
SW480 rerep = DNA re-replication induction in SW480 cells | hit rate 1.8% among 340,000 | AID 624297 | Potency, µM (highest dose often 46.1 µM), without a hit: at the top dose re-replication activation, hits mostly activators | SW480 DNA re-replication, Hoechst DNA content imaging, 48 h; also: potency is read from the fitted curve at half-maximal effect; % of control where 0% means no effect; nearly all actives have a fitted effect of over 55% in size
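SW480 cells exposed to compounds for 48 hr at 37 C, 5% CO2, then Hoechst-stained 40 min. Nuclear DNA content imaged by fluorescence scanning (405 nm excitation, 500-530 nm emission); re-replication scored as increased high-intensity nuclei.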
HT1080NT lethal = kills 2HG-producing HT-1080-NT fibrosarcoma cells | Potency, µM (titrated, usually from 46.1 µM), for the others: at the top dose activity, negative = less viability, usual class: cytotoxic | HT-1080-NT fibrosarcoma viability, CellTiter-Glo ATP luminescence, 48 h | AID 686970 | hit rate 1.6% among 360,000;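 also: NT is the 2HG producing partner of a matched IDH1 knockdown line; potency is read from the fitted curve at half-maximal effect; 0% = DMSO-treated cells and -100% = media-only wells without cells; nearly all actives have a fitted effect of over 55% in size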
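A 48-hour cytotoxicity screen used HT-1080-NT cells plated 2 hours before compound delivery. ATP-based CellTiter-Glo luminescence measured viability, normalized to DMSO and no-cell controls.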
D3 ag = D3 dopamine receptor (human) agonism; P35462; D3R DiscoveRx beta-arrestin cells, luminescence, 90 min; max activation, %; hit rate 0.58% among 410,000; AID 652048; in the data active = max activation above about 30%; also: 0% is about no effect; mostly tested at two doses, the higher about 12 µM
Target sequence (P35462 whole entry, looked up): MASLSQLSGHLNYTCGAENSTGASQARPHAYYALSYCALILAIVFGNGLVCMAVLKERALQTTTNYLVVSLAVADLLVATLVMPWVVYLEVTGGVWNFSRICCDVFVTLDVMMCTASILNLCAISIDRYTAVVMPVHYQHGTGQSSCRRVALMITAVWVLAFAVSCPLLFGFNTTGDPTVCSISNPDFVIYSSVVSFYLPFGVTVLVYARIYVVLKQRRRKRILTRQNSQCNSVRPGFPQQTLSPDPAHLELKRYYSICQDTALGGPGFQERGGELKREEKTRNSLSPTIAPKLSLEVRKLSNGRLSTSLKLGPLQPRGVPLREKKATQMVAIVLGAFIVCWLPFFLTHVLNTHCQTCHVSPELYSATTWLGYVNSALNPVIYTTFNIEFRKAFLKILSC
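Agonist mode: compounds and dopamine controls were applied to plated cells for 90 min at 37 degrees C after an overnight attachment at 1500 cells/well. Luminescent read-out followed 30 - 60 minutes at room temperature with DiscoveRx detection reagent.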
IL1B secr inh = inhibitors of inflammasome signaling (IL-1 beta secretion); THP-1 LPS/ATP IL-1B secretion, AlphaLISA, 16 h; stronger effect = lower value; activity change, % at 57.5 µM; hit rate 4.7% among 360,000; in the data active = activity change below about -50%; inconclusive = mostly about -30% to -49%; also: % is scaled to controls: 0 for no effect and ±100 for the full control effect
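Secreted IL-1B measured by AlphaLISA bead assay after 16 h compound exposure of THP-1 cells; compounds (final up to 57.5 uM) added 1 h before LPS (250 ng/mL) and ATP (1.25 mM) stimulation; lower signal means less secretion.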
* hit, by the source's call; u = inconclusive; x = no result given; [ ] = dose if it differs, or a comment. Unless noted, calls follow the shape of the dose curve; as a rule, active = well fitted curve in the direction sought with a large enough effect; inconclusive = small, poorly fitted or top-dose-only effect, or another doubt; inactive = no such curve, though single readings can be large; an effect the other way counts as inactive or inconclusive.

Results follow in this order: GLP1R cytotox	D3 ag	SW480 rerep	KB-V1 cytotox	HT1080 IDH1KD tx	HT1080NT lethal	KB-3-1 cytotox	MCF10A rereplic	IL1B secr inh
CCOc1ccc(CC(=O)OCc2cc(=O)n3cc(Br)ccc3n2)cc1
→ 7%	9	-4%[1.84 µM]	20%	15%	20%	19%	-29%	-29
O=C(CN1C(=O)NC2(CCOc3ccccc32)C1=O)c1ccc(Br)cc1 (stereo not drawn)
→ 6%	-7	-5%	-5%	2%	22%	-18%	0%	-3
COc1ccc2cc(CN(C)C(=O)CN3C(=O)NC4(CCCC4)C3=O)ccc2c1
→ -7%	3	x	u	-4%	-1%	0%	x	-15
CC(OC(=O)Cc1coc2ccc3ccccc3c12)C(=O)NC(N)=O (stereo not drawn)
→ 0%	-2	-3%	u	0%	-2%	8%	10%	9
COc1ccc(CC(N)c2csc(Nc3nccc(C(F)(F)F)n3)n2)cc1 (stereo not drawn)
→ -6%	0	x	-23%	u	u	1%	x	-56*
CCCN(N=Nc1cccc([N+](=O)[O-])c1)c1cccc([N+](=O)[O-])c1
→ 24%	-2	-2%	-5%	7%	12%	-8%	u	-51*
Cc1cc(C)c(NC(=O)Cc2ccc(-n3c(C)nc4cccnc43)cc2)c(C)c1
→ 2%	0	x	-9%	x	x	-11%	x	x
Cc1ccc(S(=O)(=O)n2nc(OC(=O)c3ccccc3C)cc2N)cc1
→ -6%	-11	4%	-14%	0%	-4%	3%	u	-3
CCOC(=O)C1CCN(C(=O)c2ccc(S(=O)(=O)Nc3ccccc3OC)cc2)CC1
→ 3%	4	-5%	-7%	0%	-6%[9.24 µM]	-11%	3%	36
Cc1cccc(C(=O)NNC(=O)c2csc(N3CCOCC3)n2)c1C
→ 11%	1	-1%	u	8%	7%	0%	1%	-1
CC(C)(C)NC(=O)C1(N2C(=O)c3ccccc3C2=O)CCCC1
→ 5%	-5	12%	-8%	-6%	-4%	-1%	3%	5
O=C(c1ccc2c(c1)OCO2)N1CCN(S(=O)(=O)c2ccc(Br)cc2Cl)CC1
→ -1%	6	-15%	u	5%	2%[9.24 µM]	-2%	7%	u
O=C(NC1CCCCC1)C(c1ccc2ncccc2c1)N(Cc1ccc2c(c1)OCO2)C(=O)c1ccc2c(c1)OCCO2 (stereo not drawn)
→ 14%	4	3%	0%	0%	-2%	4%	18%	-2
O=C(Nc1cccc2ccccc12)c1ccco1
→ 6%	2	x	1%	21%	28%	7%	x	33
Cc1noc(C)c1NC(=O)N(C)C[C@H]1Oc2ccc(NS(=O)(=O)c3ccc(F)cc3)cc2C(=O)N([C@H](C)CO)C[C@@H]1C
→ -9%	-20	-11%	-2%	12%	18%	-10%	0%	13
COc1ccccc1OCC(=O)NNC(=O)c1cccs1
→ -17%	3	-15%	-20%	9%	4%	1%	-15%	17
O=C(CNc1cc(S(=O)(=O)N2CCOCC2)ccc1NCC1CCCO1)Nc1ccc(F)c(F)c1 (stereo not drawn)
→ 9%	-3	2%	-4%	-16%	0%	13%	1%	-14
CCc1nnc(NS(=O)(=O)c2ccc(NC(=S)NC(=O)/C=C/c3ccc(F)cc3)cc2)s1
→ 0%[1.53 µM]	-6	-2%	0%	2%	4%	25%	u	u
O=C(CN1CCCCC1)Nc1cccc([N+](=O)[O-])c1
→ 55%[activator]	-18	13%	-6%	-2%	-5%	1%	12%	0
Cc1cccc(-c2nc(CSc3nc4c(c(=O)[nH]3)CCC4)c(C)o2)c1
→ 2%	29	11%	3%	0%	1%	1%	-9%	0
O=C1[C@H](Cc2ccccc2)NCCCC[C@H](c2ccco2)N1Cc1ccccc1
→ 1%	-18	u	u	u	u	u	u	-22
CC(C)(C)c1ccc(C(=O)N2CCN(CCc3ccccn3)CC2)cc1
→ 9%	-17	x	-11%	x	x	-19%	x	x
COc1cc(CNCc2cccs2)ccc1OCc1ccccc1
→ 11%	-5	7%	-10%	0%	u	10%	-10%	-22
CCOc1ccc2oc(C(=O)NC3CC(C)(C)NC(C)(C)C3)c(C)c2c1
→ 1%	0	-9%	-2%	-1%	-14%	-1%	u	-12
COc1ccc(C(=O)NCC(c2ccco2)S(=O)(=O)c2ccc(F)cc2)cc1 (stereo not drawn)
→ 5%	2	x	u	x	x	0%	x	x
Nc1ncnc2c1ccn2[C@H]1CN(Cc2ccc3c(c2)OCO3)C[C@@H](COC(=O)c2ccccc2)O1
→ -3%	-1	x	5%	27%	u	-1%	x	40
Cc1c(Cl)c([N+](=O)[O-])nn1CC(=O)NCC(C)C
→ 1%	-5	-6%	7%	10%	15%	-4%	3%	u
COC(=O)c1cc(NS(=O)(=O)c2ccc(Cl)c(N3C(=O)c4ccc(C(=O)O)cc4C3=O)c2)cc(C(=O)OC)c1
→ -2%	1	-1%	u	2%	5%	-3%	0%	26
COc1ccc(CC2C(=O)NC(C)C(=O)N(C)C3Cc4ccc(cc4)Oc4cc(ccc4O)CC(C(=O)NC(C)C(=O)NC(C)C(=O)N2C)N(C)C3=O)cc1 (stereo not drawn)
→ -45%	2	4.6µM*	7%	0.16µM*	0.33µM*	0.23µM*	u	-100*
C/C(=N/OC(=O)c1c(-c2c(Cl)cccc2Cl)noc1C)c1cnccn1
→ 7%	-3	3%	-26%	13%	9%	u	-1%	10
CCN1CCN(C2=CC3=CC(=C(C#N)C#N)CCC3CC2)CC1 (stereo not drawn)
→ 58%[activator]	-5	-8%	-4%	-4%	3%	-16%	-14%	u
Cc1ccc(C(=O)OCC(=O)N(C)c2ccccc2)cc1C
→ -4%	4	4%	-16%	0%	8%	1%	-11%	-12
CCOc1ccccc1NC(=O)c1c(NCc2cccs2)sc2c1CCCCC2
→ -15%	-4	x	-18%	x	x	-8%	x	x
CCCc1nnc(NC(=O)CCC(=O)N2CCN(C3c4ccccc4-c4ccccc43)CC2)s1
→ -6%	-6	0%	u	7%	7%	-3%	1%	0
Cn1c(=O)n(-c2ccccc2)c(=O)c2c3c(sc21)COC(C)(C)C3
→ -2%	1	0%	-15%	4%	4%	26%	5%	-11
O=C(Nc1ccccc1)C1=C(c2ccccc2)S(=O)(=O)CCS1(=O)=O
→ u	-22	1.3µM*	-9%	3.3µM*	23µM*	u	u	-95*
Cc1cc(/C=C2/C(=N)N3C(=NC2=O)SN=C3S(C)(=O)=O)c(C)n1-c1ccc(F)cc1
→ -7%	2	-3%	-7%	13%	u	2%	21µM*	23
CCNC(=S)NNC(=O)CSc1nc2ccccc2n1C
→ u	-17	-3%[9.22 µM]	17%	-10%	u	2%	1%	3
CC1CCCN(C(=S)SCC(=O)O)C1 (stereo not drawn)
→ 1%	-6	-2%	0%	18%	21%	11%	-6%	-2
CC(C)c1cc(C(F)(F)F)n2nc(C(=O)Nc3ccc4c(c3)OCO4)cc2n1
→ -29%	0	29%	-6%	-3%	-1%	-6%	-2%	-28
Cn1c2c(c(=O)n1-c1ccccc1)CSCC2
→ 1%	1	-17%	4%	2%	-6%	0%	0%	0
Cc1ccc(Cl)cc1N1CCN(C(=O)CN2C(=O)c3cccc4cccc2c34)CC1
→ 104%[activator]	-13	-4%[9.22 µM]	-16%	-26%	-14%	-9%	-29%	-13
COc1ccc(-c2cnc(C)o2)cc1S(=O)(=O)Nc1ccc(NC(C)=O)cc1
→ 4%	6	x	25%	x	x	-16%	x	x
COc1ccccc1CNC(=O)C(=O)NCC(c1cccs1)S(=O)(=O)c1ccc(F)cc1 (stereo not drawn)
→ -6%	7	x	u	x	x	-30%	x	x
O=C(Nc1ccc(Cl)cc1)Nc1nnc(/C=C/c2ccccc2)s1
→ 7%	17	7%	10%	-7%	-4%	-1%	-3%	11
Cc1ccccc1C(=O)Nc1nc2c(C)csc2c(=O)s1
→ -4%	5	1%	-8%	-10%	-7%	-8%	3%	61
O=C(NCCc1ccc(F)cc1)c1ccc(Cl)c(S(=O)(=O)N2CCOCC2)c1
→ -8%	6	-5%	27%	-11%	-6%	-16%	12%	0
COc1ccc(OC)c(/C=C/c2nc3ccccc3[nH]c2=O)c1
→ -2%	22	21µM*	-24%	-20%	-27%	-3%	13µM*	5
O=C1NC(=O)C(CC(=O)N(Cc2cccs2)C2(C(=O)NC3CCCC3)CCCCC2)N1 (stereo not drawn)
→ 21%	-10	0%	0%	-18%	-10%	-18%	10%	-8
COC(=O)CCCNC(=O)c1ccccn1
→ 0%	-7	4%	-18%	-4%	-5%	0%	-2%	-5
COc1ccc(NS(=O)(=O)c2ccc(Oc3cccc(C(=O)O)c3)cc2)cc1
→ 11%	2	-2%	3%	0%	7%	12%	-1%	14
CCOc1ccc(CN(C)C(=O)c2ccc(S(=O)(=O)N(C)c3ccccc3OC)cc2)cc1
→ 0%	1	6%	-9%	-17%	-9%[9.24 µM]	u	16%	-24
CCN(CC(=O)Nc1ccc(C(=O)OC)cc1)C1CCCCC1
→ -17%	-17	-4%	-6%	2%	11%	2%	22%	17
Cc1csc(NC(=O)Nc2ccc(Cl)cc2)n1
→ 5%	-6	-2%	-4%	u	u	5%	2%	-8
CCCc1[nH]nc2c1C(c1ccoc1)C(C#N)=C(N)O2 (stereo not drawn)
→ -25%	0	u	1%	-20%	-24%	-5%	u	-80*

An unsorted share of the library; 11% or so of the library scored in one or more.
